EPAC2 ag: qHTS for Agonist of cAMP-regulated guanine nucleotide exchange factor 4 (EPAC2): primary screen. Rap guanine nucleotide exchange factor 4 (Homo sapiens), Q8WZA2. EPAC2 activation, biochemical qHTS; response scale: 100% = 6.5 mM cAMP response. Potency, µM (doses to about 154 µM), without a hit: top-dose activation, usual class: activators. 360,000 tested, 0.079% active. AID 720711, 2013; further: potency means the concentration at half of the fitted maximal effect; nearly all actives have a fitted effect of over 50% in size
Target sequence (Q8WZA2 whole entry, looked up): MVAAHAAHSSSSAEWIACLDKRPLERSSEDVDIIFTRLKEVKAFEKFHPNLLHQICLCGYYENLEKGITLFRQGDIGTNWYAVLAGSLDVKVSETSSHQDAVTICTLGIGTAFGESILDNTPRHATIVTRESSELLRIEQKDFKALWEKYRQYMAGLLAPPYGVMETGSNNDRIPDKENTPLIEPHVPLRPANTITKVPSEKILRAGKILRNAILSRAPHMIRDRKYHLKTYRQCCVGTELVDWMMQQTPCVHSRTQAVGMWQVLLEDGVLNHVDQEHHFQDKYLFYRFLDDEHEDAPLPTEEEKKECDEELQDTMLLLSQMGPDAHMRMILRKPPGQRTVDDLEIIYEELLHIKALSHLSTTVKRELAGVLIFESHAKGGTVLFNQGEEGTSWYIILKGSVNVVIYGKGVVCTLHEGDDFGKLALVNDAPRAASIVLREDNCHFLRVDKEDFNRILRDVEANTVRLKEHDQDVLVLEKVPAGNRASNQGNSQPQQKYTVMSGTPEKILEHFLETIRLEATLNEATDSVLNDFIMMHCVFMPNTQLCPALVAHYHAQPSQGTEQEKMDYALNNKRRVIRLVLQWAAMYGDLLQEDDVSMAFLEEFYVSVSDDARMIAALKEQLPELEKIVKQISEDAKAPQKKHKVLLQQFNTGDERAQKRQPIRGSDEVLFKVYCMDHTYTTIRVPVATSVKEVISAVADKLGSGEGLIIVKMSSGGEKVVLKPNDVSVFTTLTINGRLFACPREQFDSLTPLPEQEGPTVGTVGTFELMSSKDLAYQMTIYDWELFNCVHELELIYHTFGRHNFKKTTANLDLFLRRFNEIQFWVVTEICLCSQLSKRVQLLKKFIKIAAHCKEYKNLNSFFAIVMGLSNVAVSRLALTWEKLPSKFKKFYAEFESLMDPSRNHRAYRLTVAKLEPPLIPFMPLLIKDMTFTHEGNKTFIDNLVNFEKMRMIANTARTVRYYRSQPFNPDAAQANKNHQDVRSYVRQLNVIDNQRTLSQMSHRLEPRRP
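EPAC2 (100 nM) mixed with Rap1B loaded with BODIPY-GDP (250 nM) plus 50 uM unlabeled GDP; compounds pinned in, 5 min RT, then read every 5 min for 30 min (ex 480, em 540 nm). Normalized to cAMP control.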
ATXN viability: Viability Counterscreen for Primary qHTS for Inhibitors of ATXN expression | AID 651635, 2014 | S2 cells (HEK-293 line with an ATXN2-luciferase reporter) viability, CellTiter-Fluor protease fluorescence, 24 h | Potency, µM (doses to about 56.7 µM), actives largely listed as cytotoxic | 400,000 tested, 0.49% active; further: potency means the concentration at half of the fitted maximal effect; nearly all actives have a fitted effect of over 40% in size
Nrf2 inh: Nrf2 qHTS screen for inhibitors; A549 ARE-Fluc reporter, luciferase luminescence, 18-24 h; AID 504444, 2011; Potency, µM (doses to about 46 µM), for the others: at the top dose activity change, negative = inhibition, usual class: inhibitors; 360,000 tested, 2.1% active; further: potency means the concentration at half of the fitted maximal effect; on the % scale 0 is the no-effect control and ±100 the full control effect; nearly all actives have a fitted effect of over 60% in size
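Nrf2 activity is the BugLite luminescence, read 15 min after reagent at room temperature, following CellTiter-Fluor cytotoxicity readout (30 min, 37C). Compound titrations were applied for 18-24 h to 5000 A549 ARE_Fluc cells/well in 5% FBS OPTI-MEM.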
Nrf2 activator: qHTS of Nrf2 Activators; AREc32 ARE-luciferase reporter (MCF7-derived line), luminescence, 24 h; Potency, µM (doses to about 46.1 µM), for inactives: top-dose activation, actives largely listed as activators; 410,000 tested, 0.31% active; further: potency means the concentration at half of the fitted maximal effect; % of control where 0% means no effect; nearly all actives have a fitted effect of over 65% in size
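AREc32 cells carrying an ARE-driven firefly luciferase reporter were seeded at 1000 cells/well in OPTI-MEM with 5% FBS, then exposed to compound for 24 hr at 37 deg C. Luminescence was read with Steady-Glo after 30 min at RT.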
TGFb SMAD3 inh: qHTS for Inhibitors of TGF-b; HepG2 CAGA-GFP TGF-b/SMAD3 reporter, GFP fluorescence, 18 h; TGF-beta stimulated, 500 pg/mL final; 410,000 tested, 1.2% active; Potency, µM (titrated, usually from 46.1 µM), without a hit: at the highest dose activity, negative = inhibition, actives largely listed as inhibitors; further: potency means the concentration at half of the fitted maximal effect; on the % scale 0 is the no-effect control and ±100 the full control effect; nearly all actives have a fitted effect of over 65% in size
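Read-out: total well GFP (ex488/em500-530) summed from mean per-cell fluorescence. Cells: HEPG2 CAGA-GFP, 1% FBS DMEM, 18 h at 37 degrees C with 500 pg/mL final TGF-beta. Unstimulated wells served as the full-inhibition control; stimulated DMSO wells = 0%.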
HepG2 tox: qHTS for Inhibitors of TGF-b: Cytotox Counterscreen; HepG2 CAGA-GFP viability, ATP luminescence, 18 h; Potency, µM (series often up to 46.1 µM), inactives show at the highest dose activity change, negative = cytotoxicity, usual class: cytotoxic; 410,000 tested, 0.76% active; AID 588856, 2011; further: potency means the concentration at half of the fitted maximal effect; some results filed as inactive show a strong effect at the top dose
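HepG2 CAGA-GFP cells (1000/well, DMEM with 1% FBS) received compound, then TGF-beta at 500 pg/mL final, and were incubated 18 hours at 37 degrees C. Viability was read by CellTiter-Glo luminescence. Media-only wells were set as complete cell-killing and DMSO as no toxicity.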
IL-2 act: qHTS of IL-2 Activators | IL-2 activation reporter assay, cell-based qHTS; stimulated with anti-CD3/CD4/CD28 beads; in transgenic mouse T cells | activation, % (series mostly up to about 46 µM) | 360,000 tested, 0.065% active | AID 652025, 2013; in the data active means activation above about 50%; inconclusive means mostly about 30% to 49%; further: 0% is about no effect
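First, unstimulated transgenic mouse T cells were exposed to compound for 60 min. Next, anti-CD3/anti-CD4-coated beads with anti-CD28 were added. Finally, after 18 h at 37 degrees C, EGFP and DsRed were imaged.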
ATXN2 expr inh: Primary qHTS for Inhibitors of ATXN expression. HEK-293 ATXN2-luciferase reporter, luminescence, 24 h. Potency, µM (titrated, usually from 57 µM), inactives show at the highest dose activity change, negative = inhibition, hits mostly inhibitors. 360,000 tested, 0.72% active. AID 1745845, 2022; further: potency means the concentration at half of the fitted maximal effect; on the % scale 0 is the no-effect control and ±100 the full control effect; nearly all actives have a fitted effect of over 55% in size
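ATXN2-luciferase reporter cells (luciferase flanked by upstream and downstream ATXN2 gene portions) were treated 24 h at 37 °C with compounds at up to 57 uM. SteadyGlo luminescence gave expression; GF-AFC fluorescence gave viability.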
A549 viability: Nrf2 qHTS screen for inhibitors: counterscreen for cytotoxicity | Potency, µM (top dose mostly 46 µM), inactives show at the highest dose activity change, negative = cytotoxicity, hits mostly inhibitors | AID 504648, 2011 | A549 ARE-Fluc cells, CellTiter-Fluor viability, 18-24 h | 390,000 tested, 0.16% active; further: potency means the concentration at half of the fitted maximal effect; on the % scale 0 is the no-effect control and ±100 the full control effect
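A549 ARE_Fluc cells in 5% FBS OPTI-MEM were exposed to compounds in concentration-response for 18-24 h at 37 deg C. Viability was read by CellTiter-Fluor fluorescence (Ex 405/Em 525) after 30 min, before the luciferase read.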
Starred values were filed as active, the others as inactive; i = inactive; ? = inconclusive; / = no result given; [ ] = remark or other dose. Unless noted, the call rests on the fitted dose curve; in most records, active means well fitted curve in the direction sought with a large enough effect; inconclusive means small, poorly fitted or top-dose-only effect, or another doubt; inactive means no such curve, though single readings can be large; an effect the other way counts as inactive or inconclusive.

1. COc1ccc(NS(=O)(=O)N2CCCCC2)cc1
2. O=C(O)COc1ccc(/C=C2\SC(=Nc3ccccc3)N(c3ccccc3)C2=O)cc1
3. CC(=O)Nc1ccc(S(=O)(=O)N2CCN(c3ccccc3)CC2)cc1
4. N/C(Cc1ccc(Cl)cc1)=N\OC(=O)C1CCCCC1
5. COc1ccc(N2CCN(CC(=O)NCc3ccc(Cl)cc3)CC2)cc1
6. O=C(COc1ccccc1)NNC(=O)c1ccc(Cl)cc1
7. COc1ccc(NC(=O)C2(N(C(=O)Cn3nnnc3N)c3ccc(OC)cc3)CCCCC2)cc1
8. CC(=O)c1ccc(OC(=O)c2ccc(-n3nc(C)cc3C)cc2)cc1

compound no.	1	2	3	4	5	6	7	8
EPAC2 ag	4%	-5%	/	5%	-3%	12%	-8%	-11%
ATXN viability	i	i	i	i	i	i	i	i
Nrf2 inh	-5%	?	/	17%	-4%	8%	11%	?
Nrf2 activator	0.5%	-0.9%	-1.1%	0.3%	2.3%	-0.9%	0.3%	0.4%
TGFb SMAD3 inh	9%	22%	11%	-10%	-5%	4%	0%	42%[activator]
HepG2 tox	3%	-9%	-2%	-9%	-1%	4%	2%	41%
IL-2 act	0.1	-2.0	/	10	-0.3	0.3	-2.4	-0.6
ATXN2 expr inh	-1%	/	1%	0%	-7%	1%	-4%	-3%[11.3 µM]
A549 viability	-4%	-6%	14%	6%	6%	0%	-3%	-1%

9. COc1ccc(Nc2ncnc3c2cnn3Cc2ccccc2)cc1
10. N/C(=N\O)c1ccc(NC(=O)c2cccs2)cc1
11. O=C(NCc1ccc(Cl)cc1)C(=O)c1cn(CC(=O)N2CCOCC2)c2ccccc12
12. O=C(NNC(=O)c1ccccc1OCc1ccc(F)cc1)c1ccccc1O
13. Nc1nc2n(n1)C(c1cccs1)CC(c1ccc(F)cc1)N2 (stereo not given)
14. O=C(c1ccco1)N1CCN(c2nc3ccccc3n3nnnc23)CC1
15. CCn1c(O)c(N=NC(=O)c2cccs2)c2ccccc21
16. Cc1ccc(S(=O)(=O)N2CCN(C(=O)C3CCN(C(=O)c4ccc(F)cc4)CC3)CC2)c(C)c1

compound no.	9	10	11	12	13	14	15	16
EPAC2 ag	17%	2%	11%	-2%	0%	2%	6%	7%
ATXN viability	i	?	i	?	i	i	i	i
Nrf2 inh	?	?	4%	-12%	-6%	/	?	?
Nrf2 activator	3.6%	4.3%	-0.3%	-0.8%	-0.8%	13%	8.8%	0.0%
TGFb SMAD3 inh	-9%	4%	6%	?	-6%	13%	-1%	-20%
HepG2 tox	-32%	-21%	5%	-18%	23%	5%	-5%	-15%
IL-2 act	-1.5	1.6	1.2	-5.2	0.3	5.2	-2.9	-2.2
ATXN2 expr inh	-9%	15%	11%	16µM*	3%	46%[activator]	9%	?
A549 viability	-4%	0%	-1%	-1%	18%	-2%	-10%	-29%

17. O=C(CNC(=O)c1ccc2c(c1)OCO2)Nc1cccc(Br)c1
18. CCN(CC)CCN(C)C(c1ccnc2ccccc12)c1nnnn1-c1ccc2c(c1)OCCO2 (stereo not given)
19. Cc1cc(C)cc(NC(=O)CSc2oc(-c3cccs3)nc2S(=O)(=O)c2ccc(Br)cc2)c1
20. C/C(=N/NC(=O)CNC(=O)Cc1ccccc1)c1ccco1
21. COCCOc1ccc(C(F)(F)F)cc1NC(=O)COC(=O)c1cc([N+](=O)[O-])ccc1N1CCOCC1
22. Cc1ccc(-n2nc(C(=O)Nc3ccc(Cl)cn3)c3c4ccccc4n(C)c3c2=O)cc1
23. C[C@@H]1CN([C@@H](C)CO)C(=O)c2cc(C#CC3CCCCC3)cnc2O[C@@H]1CN(C)S(=O)(=O)c1ccc(F)cc1
24. Cc1cc[n+]2c3c(cccc13)CCC2

compound no.	17	18	19	20	21	22	23	24
EPAC2 ag	2%	13%	/	12%	-3%	/	-2%	7%
ATXN viability	i	i	i	i	?	i	20µM*	i
Nrf2 inh	17%	/	1%[9.27 µM]	-8%	?	5%	/	/
Nrf2 activator	0.1%	0.6%	0.3%	2.1%	2.2%	-1.1%	-0.5%	-0.2%
TGFb SMAD3 inh	4%	/	-2%	-1%	-7%	-14%	?	17%
HepG2 tox	-16%	/	-6%	1%	35%	-5%	-21%	-9%
IL-2 act	2.1	1.3	/	0.8	-2.5	/	-2.7	0.8
ATXN2 expr inh	-5%	5%	6%	/	-14%	3%	?	1%
A549 viability	-3%	/	0%	-5%	?	0%	/	-13%

25. Cc1cc(NC(=O)Nc2cccc(Cl)c2)n(-c2ccccc2)n1
26. O=C(COc1ccccc1F)NCC(c1ccc(F)cc1)N1CCOCC1 (stereo not given)
27. O=C(O)c1ccc(NC(CSCc2ccccc2F)C(=O)O)c([N+](=O)[O-])c1 (stereo not given)
28. CN(CC(=O)Nc1ccccc1Br)C(=O)c1cc(S(=O)(=O)N(C)C)ccc1N1CCCC1
29. CCC(C)c1ccccc1OCC(=O)NN1C(=O)c2ccccc2C1=O (stereo not given)
30. C=CCN(CC=C)Cc1c(O)ccc2c(=O)c(-c3ccccc3)coc12
31. O=C(CN1C(=O)NC(c2ccccc2)(c2ccccc2)C1=O)NCc1ccco1
32. CCCNC(=O)CCc1c(C)nc2nc(CNC(=O)c3ccccc3)nn2c1C

compound no.	25	26	27	28	29	30	31	32
EPAC2 ag	12%	1%	13%	-7%	-2%	0%	1%	/
ATXN viability	i	i	i	i	i	i	i	i
Nrf2 inh	5%	0%	-4%	1%	-9%	8%	1%	6%
Nrf2 activator	-0.3%	-0.6%	-0.3%	0.0%	-1.0%	-0.6%	1.7%	0.2%
TGFb SMAD3 inh	0%	14%	7%	1%	6%	7%	-1%	1%
HepG2 tox	-3%	3%	-2%	5%	-3%	0%	-7%	-36%
IL-2 act	0.1	2.4	-1.9	0.8	-1.5	-4.4	1.2	/
ATXN2 expr inh	-7%	-23%	3%	1%	18%	-19%	-3%	5%
A549 viability	13%	?	-12%	2%	-5%	-1%	-1%	-4%

33. Cc1cc(SCC(=O)c2ccc3c(c2)OCO3)nc2ccccc12
34. CNc1nc(NCc2ccccc2)c2sccc2n1
35. BrC(=C\c1ccccc1)/C=N/n1cnnc1
36. CCN(CC(=O)NC(C)C)C(=O)c1cc(S(=O)(=O)N2CCCCC2)ccc1N1CCCCC1
37. CCOC(=O)CCn1nc(C)c2c(C)n(-c3ccccc3)nc2c1=O
38. COC(=O)COc1ccc(S(=O)(=O)NCc2ccco2)cc1
39. C[n+]1c2n(c3ccccc31)N=C(c1ccc(Cl)cc1)CS2
40. O=C(O)c1sc2ncccc2c1OCc1ccccc1

compound no.	33	34	35	36	37	38	39	40
EPAC2 ag	20%	1%	1%	1%	/	12%	2%	7%
ATXN viability	i	i	?	?	/	i	i	i
Nrf2 inh	24%	/	2%	-14%	29%	6%	?	-7%
Nrf2 activator	-0.4%	3.9%	?	-1.0%	4.7%	-0.1%	?	0.0%
TGFb SMAD3 inh	18%	?	26%	3%	/	0%	0%	-2%
HepG2 tox	-16%	-26%	2%	9%	1%	-6%	-13%	-1%
IL-2 act	-1.6	0.2	-3.0	-0.7	/	0.3	-3.9	-2.6
ATXN2 expr inh	16%	-13%	/	-8%	/	7%	?	-7%
A549 viability	-3%	/	-1%	-13%	3%	-1%	/	-1%

41. CCCCNC(=O)C1CCCN(S(=O)(=O)CC)C1 (stereo not given)
42. Cn1nccc1-c1cc(Cl)cc(Cl)c1O
43. Cc1ccnc(SCc2cc(=O)c(OC(=O)c3ccc(Cl)c([N+](=O)[O-])c3)co2)n1
44. O=C(COc1ccccc1[N+](=O)[O-])N/N=C/c1ccc(O)c([N+](=O)[O-])c1
45. CCN(CC(=O)Nc1cc(Cl)ccc1C)C(=O)Cn1c(=O)cnc2ccccc21
46. CCCCCSc1nnc2c(n1)OC(CC)Nc1ccc(Br)cc1-2 (stereo not given)
47. COc1ccc(OC)c(NC(=O)Cn2c(=O)n(-c3cccc(C)c3)c(=O)c3c2c2cc(C)ccc2n3C)c1

compound no.	41	42	43	44	45	46	47
EPAC2 ag	4%	16%	8%	2%	8%	/	/
ATXN viability	i	i	i	i	?	/	i
Nrf2 inh	-20%	-2%	5%	-1%	-3%	5%	-9%[9.27 µM]
Nrf2 activator	-0.8%	3.3%	4.5%	7.6%	-0.2%	-0.3%	-1.3%
TGFb SMAD3 inh	1%	2%	0%	0%	-4%	-13%	-19%
HepG2 tox	1%	-14%	1%	1%	14%	-32%	-19%
IL-2 act	1.9	-1.8	0.5	-0.2	-1.2	/	/
ATXN2 expr inh	/	-19%	-6%	3%	9%	/	0%
A549 viability	-4%	-2%	-11%	-9%	-16%	-1%	-8%

Grouped by structure: those above containing a COOH group (3)
2. O=C(O)COc1ccc(/C=C2\SC(=Nc3ccccc3)N(c3ccccc3)C2=O)cc1
27. O=C(O)c1ccc(NC(CSCc2ccccc2F)C(=O)O)c([N+](=O)[O-])c1 (stereo not given)
40. O=C(O)c1sc2ncccc2c1OCc1ccccc1

compound no.	2	27	40
EPAC2 ag	-5%	13%	7%
ATXN viability	i	i	i
Nrf2 inh	?	-4%	-7%
Nrf2 activator	-0.9%	-0.3%	0.0%
TGFb SMAD3 inh	22%	7%	-2%
HepG2 tox	-9%	-2%	-1%
IL-2 act	-2.0	-1.9	-2.6
ATXN2 expr inh	/	3%	-7%
A549 viability	-6%	-12%	-1%

Screening results deposited in PubChem by National Center for Advancing Translational Sciences (NCATS).
